Bioassay records from PubChem.
HEK293 tox: qHTS of GLP-1 Receptor Inverse Agonists: Cytotox Screen | HEK293 cAMP-luciferase reporter cells, luminescence, 24 h | Potency, µM (titrated, usually from 38.3 µM), for inactives: top-dose activity change, negative = inhibition, hits mostly inhibitors | 0.13% of 410,000 active;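 note: loss of luciferase light is scored as toxicity; potency is the fitted concentration of half-maximal effect; % is set by controls: 0 for no effect and ±100 for the full control effect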
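Step one: seed cells (200 cells/uL, DMEM with 10% Nu serum, 1% pen-strep). Step two: 12-hour incubation at 37 deg C. Step three: pin 23 nL compound, incubate 24 hr. Step four: add luciferase reagent, read luminescence 12 min later.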
PTHR1 agonist: qHTS for PTHR1 Agonists: Primary Screen; 0.075% of 410,000 active; Parathyroid hormone/parathyroid hormone-related peptide receptor (Homo sapiens), Q03431; Potency, µM (doses to about 115 µM), for the others: at the top dose activation, hits mostly activators; HEK293 GP2 PTHR1 cells, GloSensor cAMP luminescence, 1 h; note: potency is the fitted concentration of half-maximal effect; nearly all actives have a fitted effect of over 55% in size; some results filed as inactive show a strong effect at the top dose; inactives centre near -15; many of its hits are not listed in these tables
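HEK-293-derived GP2 cells expressing PTHR1 and a GloSensor cAMP reporter, 3,000/well, plated overnight, given luciferin plus IBMX (each 0.5 mM as added) for 1 h at 37 °C, then compound for 1 h at 37 °C. Luminescence was read after 15 min at room temperature.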
GLP-1R agonist: qHTS of GLP-1 Receptor Agonists | HEK293 GLP-1R CRE-luciferase, luminescence, 4-6 h; cells express a hypersensitive GLP-1R form | Potency, µM (doses to about 45.6 µM), without a hit: at the highest dose activation, hits mostly activators | 0.007% of 380,000 active | AID 624172, 2012; note: potency is the fitted concentration of half-maximal effect; % of control where 0% means no effect
GLP-1R inv ag: qHTS of GLP-1 Receptor Inverse Agonists (Inhibition Mode); AID 624417, 2012; Potency, µM (titrated, usually from 38.3 µM), for inactives: at the top dose activity change, negative = inhibition, usual class: inhibitors; 1.6% of 410,000 active; HEK293 GLP-1R CRE-luciferase, luminescence, 24 h; GLP-1R form is constitutively active; Glucagon-like peptide 1 receptor (Homo sapiens), P43220; note: potency is the fitted concentration of half-maximal effect; % is set by controls: 0 for no effect and ±100 for the full control effect; nearly all actives have a fitted effect of over 55% in size
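Inverse agonists were sought by their lowering of basal cAMP reporter luciferase output in HEK293 cells stably carrying constitutively active human GLP-1R, after 24 h compound treatment.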
EPAC1 ag: qHTS for Agonist of cAMP-regulated guanine nucleotide exchange factor 3 (EPAC1): primary screen; Rap guanine nucleotide exchange factor 3 (Homo sapiens), O95398; Potency, µM (series often up to 154 µM), without a hit: top-dose activation, actives largely listed as activators; EPAC1 agonist qHTS, biochemical assay; response scale: 100% = response to 6.5 mM cAMP; 0.073% of 360,000 active; note: potency is the fitted concentration of half-maximal effect; nearly all actives have a fitted effect of over 60% in size
Target sequence (O95398 whole entry, looked up): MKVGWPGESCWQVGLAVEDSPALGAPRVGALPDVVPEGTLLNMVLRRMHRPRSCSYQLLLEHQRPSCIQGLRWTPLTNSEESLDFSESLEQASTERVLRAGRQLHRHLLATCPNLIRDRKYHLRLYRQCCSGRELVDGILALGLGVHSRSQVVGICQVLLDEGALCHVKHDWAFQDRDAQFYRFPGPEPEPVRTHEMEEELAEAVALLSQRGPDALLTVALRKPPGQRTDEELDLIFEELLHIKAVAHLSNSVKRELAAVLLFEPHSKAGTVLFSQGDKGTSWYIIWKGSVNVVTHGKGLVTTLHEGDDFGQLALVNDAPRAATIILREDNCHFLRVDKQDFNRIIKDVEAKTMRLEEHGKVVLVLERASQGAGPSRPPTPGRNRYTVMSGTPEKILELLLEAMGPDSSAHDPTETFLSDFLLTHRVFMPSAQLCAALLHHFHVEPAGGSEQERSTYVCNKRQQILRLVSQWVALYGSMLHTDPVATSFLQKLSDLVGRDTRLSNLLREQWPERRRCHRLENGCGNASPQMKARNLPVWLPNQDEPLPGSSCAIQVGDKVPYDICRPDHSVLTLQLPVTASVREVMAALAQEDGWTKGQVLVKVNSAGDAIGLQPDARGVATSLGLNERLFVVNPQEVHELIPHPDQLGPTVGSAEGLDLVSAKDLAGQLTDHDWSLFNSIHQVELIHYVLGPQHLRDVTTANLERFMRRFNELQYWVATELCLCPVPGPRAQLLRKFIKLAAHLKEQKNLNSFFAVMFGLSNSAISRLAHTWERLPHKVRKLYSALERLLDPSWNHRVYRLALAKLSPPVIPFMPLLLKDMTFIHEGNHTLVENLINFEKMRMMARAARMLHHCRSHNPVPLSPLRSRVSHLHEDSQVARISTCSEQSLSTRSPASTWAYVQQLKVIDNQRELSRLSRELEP
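Compounds were pinned as a concentration titration into mixtures of EPAC1 (100 nM), BODIPY-GDP-loaded Rap1B (250 nM) and GDP (50 uM). After 5 min at room temperature, fluorescence was followed for 30 min; activity was scaled to 6.5 mM cAMP.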
IL-2 act: qHTS of IL-2 Activators. IL-2 activation reporter assay, cell-based qHTS; stimulated with anti-CD3/CD4/CD28 beads; in transgenic mouse T cells. activation, % (series mostly up to about 46 µM). 0.065% of 360,000 active; in the data active = activation above about 50%; inconclusive = mostly about 30% to 49%; note: 0% is about no effect
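EGFP and DsRed fluorescence is measured by plate cytometry in unstimulated transgenic mouse T cells exposed to compound for 60 minutes, then stimulated 18 hours at 37 degrees C with anti-CD3/anti-CD4 beads plus anti-CD28.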
PI5P4K alpha inh: qHTS for Inhibitors of phosphatidylinositol 5-phosphate 4-kinase (PI5P4K) | Phosphatidylinositol 5-phosphate 4-kinase type-2 alpha (Homo sapiens), P48426 | PI5P4Kalpha enzyme, ADP-Glo luminescence, 60 min; stronger effect = lower value | max response, % | 1.2% of 330,000 active | AID 652105, 2013; active = max response of -50% or lower; inconclusive = between -30% and -50%; inactive = -30% or higher; note: value at the top dose of about 77 µM; % is set by controls: 0 for no effect and ±100 for the full control effect
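Compounds were pin-transferred onto PI5P4Kalpha and substrate in HEPES pH 7.4 buffer with EGTA, CHAPS and 5% DMSO. ATP (5 microM final) started the reaction, which ran 60 minutes at room temperature before ADP-Glo detection.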
PLK1 PBD inh: qHTS for Inhibitors of PLK1-PDB (polo-like kinase 1 - polo-box domain): Primary Screen; Serine/threonine-protein kinase PLK1 (Homo sapiens), P53350; Plk1 PBD binding of FITC phosphopeptide, fluorescence polarization; Potency, µM, for the others: max response, negative = inhibition, most hits filed as inhibitors; 2.8% of 360,000 active; AID 720504, 2013; note: potency is the fitted concentration of half-maximal effect; series mostly up to about 57 µM; % is set by controls: 0 for no effect and ±100 for the full control effect; nearly all actives have a fitted effect of over 65% in size
EPAC1 antagonist: qHTS for Antagonist of cAMP-regulated guanine nucleotide exchange factor 3 (EPAC1): primary screen; Rap guanine nucleotide exchange factor 3 (Homo sapiens), O95398; EPAC1 GEF assay, Rap1b-BODIPY-GDP exchange fluorescence; Potency, µM (series often up to 115 µM), inactives show at the top dose activity change, negative = inhibition, most hits filed as inhibitors; 0.14% of 360,000 active;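 note: potency is the fitted concentration of half-maximal effect; plate controls were vehicle for no effect and positive control for full effect; nearly all actives have a fitted effect of over 50% in size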
* marks the source's active call; other numbers are inactive results; i = inactive; ? = inconclusive; · = not tested or not shown; [ ] = another dose, or the depositor's remark. Unless noted, calls come from the whole dose curve; as a rule, active = well fitted curve in the direction sought with a large enough effect; inconclusive = small, poorly fitted or top-dose-only effect, or another doubt; inactive = no such curve, though single readings can be large; an effect the other way counts as inactive or inconclusive. These rows are one share of the data (hit frequency here may not be typical).

mol | HEK293 tox | PTHR1 agonist | GLP-1R agonist | GLP-1R inv ag | EPAC1 ag | IL-2 act | PI5P4K alpha inh | PLK1 PBD inh | EPAC1 antagonist
CCOC(=O)Cc1csc(NC(=O)COc2cc(C)cc(C)c2)n1 | 4% | -6% | -2% | -25% | 4% | 0.7 | 1 | -7% | 5%
O=C(Cn1cc(S(=O)(=O)N2CCN(c3ccccc3F)CC2)c2ccccc2c1=O)Nc1cccc(C(F)(F)F)c1 | -2% | -2% | -6% | -25% | · | · | · | · | ·
CC[C@@H](CCC=C(C)C)C(=O)N(Cc1ccccc1)c1ccccc1 | 0% | -30% | 5% | -6% | -25% | -2.2 | 17 | 9% | -6%
Cc1ccc(-c2nn(-c3ccccc3)cc2/C=C(\C#N)c2cccc(C#N)c2)o1 | 16% | i | -12% | 0% | 1% | -1.9 | 5 | -5% | -22%
C=CCNC(=O)c1ccc(-n2cccc2)cc1 | -1% | i | 4% | 11% | -7% | -1.3 | -1 | 0% | 7%
O=C(NNc1ccccn1)C(=O)NNS(=O)(=O)c1ccc(F)cc1 | -4% | 10% | 1% | -14% | 5% | -3.8 | 4 | -7% | -14%
CCOC(=O)COc1cc(-n2c(=S)[nH]c3ccccc3c2=O)c(Cl)cc1Cl | 13% | -18% | 0% | -32% | 7% | -0.3 | 10 | -19% | -10%
c1ccc(CNc2nc(-c3cccs3)nc3ccccc23)nc1 | 5% | 20% | 20% | ? | 21% | -0.1 | 0 | -8% | -19%
CC(=O)c1cccc(OCC(O)CNCCOc2ccc(C)cc2)c1 (configuration not stated) | 5% | -18% | -1% | -28% | 1% | 1.6 | 8 | -4% | -10%
CCNCC(=O)N1c2ccccc2CCc2ccc(NC(C)=O)cc21 | 6% | -8%[57.5 µM] | 4% | 0% | 5% | -1.4 | · | -15% | 0%
O=C(Nc1cccc2ccccc12)N1CC=CCC1 | -22% | i | -8% | 4% | 1% | 1.8 | -9 | 5% | 3%
COC(=O)[C@H](CC(C)C)N1Cc2cc(OC)cc(OC)c2-c2ccccc2S1(=O)=O | -2% | i | 7% | ? | 0% | -0.2 | -7 | -19% | -11%
CCOc1ccc(-n2c(SCC(=O)N3CCc4ccccc43)nc3c([nH]c4ccccc43)c2=O)cc1 | 5% | -5% | -4% | -2% | · | · | · | · | ·
COC(=O)c1ccc(NC(=O)Nc2cccc(F)c2)cc1 | ? | -22% | -1% | ? | 2% | -2.1 | -1 | -1% | 4%
Cc1nc(-c2ccc(F)cc2)c(CC(=O)Nc2cc(S(=O)(=O)N3CCCCC3)ccc2C)s1 | 2% | -1% | 16% | ? | 6% | -3.0 | -4 | -7% | -7%
O=C1CCCN1c1cccc(Br)c1 | 2% | -4% | -11% | 0% | 12% | -2.3 | · | -8% | 3%
CCN1C(=O)[C@H]2[C@@H](c3ccc(OC)cc3)N[C@]3(CCCN(Cc4ccco4)C3=O)[C@H]2C1=O | 2% | -26% | -2% | 12% | -7% | -2.0 | 4 | -4% | 6%
CC(C)n1c(=S)[nH]c2ccccc2c1=O | 7% | i | 26% | 40%[activator] | 11% | -0.7 | · | -18% | -20%
Cc1oc(-c2ccc(Cl)cc2)cc1C(=O)O | 3% | -1% | -2% | -26% | 1% | 0.9 | -8 | -6% | 13%
COCCCn1c(C)nc2c(c1=O)c1nc3ccccc3nc1n2CCc1ccccc1 | -20% | -26%[57.5 µM] | -1% | 11% | 3% | 0.5 | -3 | 4% | -4%

(next part)
mol | HEK293 tox | PTHR1 agonist | GLP-1R agonist | GLP-1R inv ag | EPAC1 ag | IL-2 act | PI5P4K alpha inh | PLK1 PBD inh | EPAC1 antagonist
COc1ccc(OCc2cc(C(=O)NCCN3CCCC(O)C3)no2)c(Cl)c1 (configuration not stated) | -4% | -22% | 0% | ? | 9% | -1.4 | -2 | -1% | -4%
Cc1c(C)n(Cc2ccccc2)c2ccc(C(=O)NCCCN3CCOCC3)cc12 | -24% | -9% | 19% | 1µM* | 6% | -0.3 | 1 | -7% | -28%
COc1ccc2cc(C(=O)N3CCN(c4ccc(F)cc4)CC3)[nH]c2c1 | -4% | -21% | 6% | -15% | -4% | 0.6 | 3 | -1% | -5%
CCOC(=O)c1cnn(Cc2ccccc2)c1N | 7% | 0%[57.5 µM] | 1% | 6% | 7% | -0.2 | · | 3% | 7%
Cc1cc(C)c(CN2CCCC(CNC(=O)c3ccc(F)cc3)C2)c(-n2cccn2)c1 (configuration not stated) | 9% | -28% | 0% | -10% | 9% | 0.5 | -6 | -11% | 7%
Cn1c(N)c(C(=O)CSc2nc3ccccc3[nH]2)c(=O)n(C)c1=O | -5% | 0% | -3% | 66%[activator] | -4% | -0.5 | 2 | -7% | 27%
CSc1ncccc1C(=O)N1CCCC(Nc2ccc(F)c(F)c2)C1 (configuration not stated) | 7% | -23% | 10% | -15% | 1% | -1.9 | 3 | -3% | 7%
O=C(Cc1ccc(F)cc1)Nc1ccc(F)c([N+](=O)[O-])c1 | -16% | -5% | 1% | ? | 1% | -1.3 | 5 | 0% | 3%
Cc1[nH]c(=O)[nH]c(=O)c1S(=O)(=O)N1CCC(C(=O)N2CCN(Cc3ccccc3)CC2)CC1 | 1% | -5% | -4% | -1% | -7% | -1.5 | -5 | -5% | 15%
COc1cc([N+](=O)[O-])cc(/C=N\NC(=O)C2COc3ccccc3O2)c1O (configuration not stated) | ? | i | -1% | ? | -15% | 0.5 | -21 | -3% | -10%
O=C(C1CCCO1)N1CCN(Cc2c(O)ccc3ccccc23)CC1 (configuration not stated) | 0% | i | -1% | ? | -1% | -1.5 | -5 | 12µM* | 5%
COc1ccc(NC(=O)CSc2ccc3c(c2)OCCO3)cc1OC | -6% | -50%[inhibitor] | 9% | 0% | -3% | -3.2 | 7 | -4% | 20%
CCOC(=O)c1c(NC(=O)c2ccc(S(=O)(=O)N(CC(C)C)CC(C)C)cc2)sc2c1CCN(C(=O)OCC)C2 | 9% | -13% | -7% | 8% | · | · | · | · | ·
COc1ccc(-c2noc(CCC(=O)Nc3nc4ccccc4s3)n2)cc1 | -16% | -3% | -26% | -13% | 2% | -1.4 | -5 | -4% | -9%
O=C(OCCN1C(=O)CCC1=O)c1ccc(S(=O)(=O)N2CCCCC2)cc1 | -8% | 28%[57.5 µM] | 7% | 1% | -1% | 0.9 | 0 | -4% | 7%
O=C(O)C(Cc1ccccc1)N1C(=O)c2ccccc2C1=O (configuration not stated) | -10% | i | -6% | -8% | 0% | 0.9 | 5 | -8% | -24%
COC(=O)C1=CN(CCCN2CCCC2=O)C=C(C(=O)OC)C1c1ccccc1C(F)(F)F | · | -6%[57.5 µM] | 2% | -4% | 2% | 0.6 | 11 | -2% | 0%
O=C(CN1CCOCC1)Nc1ccc(N2CCN(c3ccccc3)CC2)c(F)c1 | 9% | -10% | -2% | -28% | -4% | -1.9 | 2 | -6% | 14%
O=C(Cn1c(=O)oc2cc(S(=O)(=O)N3CCCC3)ccc21)N1CCN(c2ccccc2)CC1 | -13% | -13% | -5% | -17% | -8% | -1.0 | 0 | -3% | -12%
CCCc1nc(SCC(=O)NNC(=O)c2ccc(OC)cc2)c2ccccc2n1 | ? | -18% | 2% | ? | -2% | 1.9 | -9 | 2% | -12%

Reformatted field by field: part of the list above
COc1ccc(NC(=O)CSc2ccc3c(c2)OCCO3)cc1OC
  HEK293 tox: -6%	PTHR1 agonist: -50%[inhibitor]	GLP-1R agonist: 9%	GLP-1R inv ag: 0%	EPAC1 ag: -3%	IL-2 act: -3.2	PI5P4K alpha inh: 7	PLK1 PBD inh: -4%	EPAC1 antagonist: 20%

CCOC(=O)c1c(NC(=O)c2ccc(S(=O)(=O)N(CC(C)C)CC(C)C)cc2)sc2c1CCN(C(=O)OCC)C2
  HEK293 tox: 9%	PTHR1 agonist: -13%	GLP-1R agonist: -7%	GLP-1R inv ag: 8%	EPAC1 ag: ·	IL-2 act: ·	PI5P4K alpha inh: ·	PLK1 PBD inh: ·	EPAC1 antagonist: ·

COc1ccc(-c2noc(CCC(=O)Nc3nc4ccccc4s3)n2)cc1
  HEK293 tox: -16%	PTHR1 agonist: -3%	GLP-1R agonist: -26%	GLP-1R inv ag: -13%	EPAC1 ag: 2%	IL-2 act: -1.4	PI5P4K alpha inh: -5	PLK1 PBD inh: -4%	EPAC1 antagonist: -9%

Additional entries
mol | HEK293 tox | PTHR1 agonist | GLP-1R agonist | GLP-1R inv ag | EPAC1 ag | IL-2 act | PI5P4K alpha inh | PLK1 PBD inh | EPAC1 antagonist
COc1ccc(C2Nc3ccccc3C(=O)N2c2ccc(C)cc2)cc1Cn1nc(C)c([N+](=O)[O-])c1C (configuration not stated) | -19% | i | -2% | -16% | 6% | -1.6 | · | -3% | -3%
CC(C)NC(=O)[C@@H]1CSC2c3ccccc3C(=O)N21 (some centres not stated) | 7% | -9% | 18% | 3% | 9% | -0.3 | -4 | ? | 5%
Cc1ccccc1-n1c(=O)cc(N2CCCCCC2)[nH]c1=O | 2% | 4% | -2% | 7% | -14% | 3.2 | -4 | 5% | 12%
Cc1onc(-c2c(F)cccc2Cl)c1C(=O)N1CCCC1 | -3% | -23% | -10% | -9% | 6% | -0.1 | 2 | -6% | 3%
